Rab7 wt modul: dog Rab7 wildtype GTP binding, inhibitors and activators | GST-Rab7 beads, fluorescent GTP binding, flow cytometry; actives lie on both sides; untreated = 100%, excess cold GTP = 0% | GTP binding activity (percent of control), % at 10 µM | AID 758 | 0.055% of 190,000 active;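 active = fluorescent GTP binding to Rab7 beads changed by at least 20 points from the 100% baseline, either direction, mostly lower; inconclusive = compound itself probably fluorescent, or too few beads counted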;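 also: median green fluorescence of bound Bodipy-FL-GTP per Rab7 bead population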
GSH bead fluor: compound fluoresces at 488/530 nm on GSH beads | 0.25% of 190,000 active | AID 1776 | GSH beads flow cytometry, compound fluorescence 488/530 nm; hits give high values | fluorescence (KMESF) at 10 µM; in the data active = fluorescence above about 89;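 also: glutathione beads carrying GST-tagged Bcl family fusion proteins plus one bare bead set; values are compound well signal with DMSO vehicle wells as background; inactives centre near 16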
Rac1 mut GTP: human Rac1 activated mutant GTP binding change. 0.11% of 190,000 active. GST-Rac1 activated beads, fluorescent GTP binding, flow cytometry; actives lie on both sides; 100% means binding = to untreated wells. percent activity (GTP binding), % at 10 µM. P63000;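 active = GTP binding at least 20 percentage points away from the 100% baseline, in either direction, so actives lie on both sides; inconclusive = Compound likely fluorescent itself, or too few beads counted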
Avidin fluor: compound fluoresces at 488/530 nm on avidin beads. compound fluorescence 488/530 nm, flow cytometry; hits give high values. fluorescence (KMESF) at 10 µM. 0.38% of 220,000 active. AID 1775; in the data active = fluorescence above about 47; also: inactives centre near 10
HRas wt GTP: changes GTP binding to wildtype human HRas; AID 759; GST-Ras wt beads, Bodipy-FL-GTP binding, flow cytometry; actives lie on both sides; 0.14% of 190,000 active; P01112; GTP binding activity, % at 10 µM;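 active = GTP binding activity at least 20% away from the 100% baseline, either lowered as inhibitor or raised as activator; inconclusive = flagged as likely green fluorescent, judged across all proteins in the well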;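 also: 0% = unlabeled GTP competition control and 100% = no-compound control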
Target sequence (P01112 whole entry, looked up): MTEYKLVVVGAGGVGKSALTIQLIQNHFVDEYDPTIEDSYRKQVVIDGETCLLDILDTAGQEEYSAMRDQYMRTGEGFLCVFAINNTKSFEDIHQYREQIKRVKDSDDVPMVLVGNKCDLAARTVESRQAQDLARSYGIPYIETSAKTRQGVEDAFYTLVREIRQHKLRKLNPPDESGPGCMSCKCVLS
Mcl1-Noxa inh: Mcl-1/Noxa interaction inhibition | Q07820 | TR-FRET Mcl-1/Noxa peptide binding, 2 h | inhibition, % at 21.7 µM | 1.5% of 220,000 active | AID 1022;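 active = compounds that cut the protein-peptide binding signal by more than 50% relative to plate controls in a single-dose test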;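 also: His-tagged Mcl-1 with rhodamine Noxa BH3 peptide and terbium anti-His antibody; 0% = Mcl-1 plus Noxa peptide wells and 100% = peptide-only wells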
Target sequence (Q07820 whole entry, looked up): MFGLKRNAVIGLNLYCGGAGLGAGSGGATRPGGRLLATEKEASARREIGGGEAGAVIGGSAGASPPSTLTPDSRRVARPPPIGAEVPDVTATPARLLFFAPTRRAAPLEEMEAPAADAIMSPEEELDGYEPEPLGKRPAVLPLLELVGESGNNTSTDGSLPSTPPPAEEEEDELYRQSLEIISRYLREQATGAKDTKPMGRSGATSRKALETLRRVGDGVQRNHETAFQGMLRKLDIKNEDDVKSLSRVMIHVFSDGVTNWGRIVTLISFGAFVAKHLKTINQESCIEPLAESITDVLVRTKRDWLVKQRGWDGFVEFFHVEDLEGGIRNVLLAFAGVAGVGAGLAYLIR
Mcl1-Bid inh: Mcl-1/Bid interaction inhibition; Q07820; inhibition, % at 21.7 µM; TR-FRET Mcl-1/Bid-Dy647 peptide binding, 1536-well; 0.97% of 220,000 active; AID 1021;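 active = compounds that cut the binding signal by more than half at the single screening dose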;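 also: His-tagged Mcl-1 with europium anti-His antibody binding Bid BH3 peptide; 0% = Mcl-1 plus peptide wells and 100% = peptide-only wells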
Rac1 wt GTP bind: modulators of human Rac1 wildtype GTP binding; GTP binding activity (% of control), % at 10 µM; AID 757; 0.27% of 190,000 active; P63000; GST-Rac1 beads, fluorescent GTP binding, flow cytometry; actives lie on both sides; 0 = cold GTP competed, 100 = untreated;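 active = GTP binding activity at least 20 points away from the 100% control level, either lower or higher; inconclusive = compound flagged as likely green fluorescent, judged across all proteins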
Rab2 wt GTP: changes GTP binding to wildtype dog Rab2A, up or down. GTP binding activity, % at 10 µM. 0.19% of 190,000 active. GST-Rab2 wt beads, Bodipy-GTP binding, flow cytometry. P61105. AID 760;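 active = GTP binding activity at least 20 points away from 100%, either lowered or raised; inconclusive = signal likely due to the compound's own green fluorescence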;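 also: 0% = beads with excess unlabeled GTP and 100% = no-compound control corrected for plate trend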
Cdc42 wt: human Cdc42 wildtype GTP binding change, either direction; P60953; GST-Cdc42 beads, Bodipy-GTP binding, flow cytometry; actives lie on both sides; percent activity (GTP binding), % at 10 µM; 0.2% of 190,000 active;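 active = percent activity GTP binding at least 20 points away from the 100% baseline, either down as inhibitor or up as activator; inconclusive = compound flagged as likely green fluorescent from well-wide comparison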;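 also: median bead fluorescence of bound Bodipy-FL-GTP at 100 nM; 0% = excess unlabeled GTP control and 100% = no compound control; below 100% means less GTP binding so inhibitor and above means activator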
Target sequence (P60953 whole entry, looked up): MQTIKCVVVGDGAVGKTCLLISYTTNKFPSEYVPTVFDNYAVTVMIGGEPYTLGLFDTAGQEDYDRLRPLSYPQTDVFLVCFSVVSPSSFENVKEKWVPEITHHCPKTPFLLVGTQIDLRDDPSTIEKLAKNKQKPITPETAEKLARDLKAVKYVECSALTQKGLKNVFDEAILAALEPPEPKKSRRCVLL
Pf gametocyte: P. falciparum stage V gametocyte viability inhibition; inhibition, % at 10.9 µM; P. falciparum stage V gametocytes, ATP luminescence, 24 h; AID 743093; 0.065% of 150,000 active;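 active = inhibition above the mean plus 3 SD of compounds within the control limits, set per campaign, cut at about 38% in these data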;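 also: 0% = DMSO wells and 100% = medium only without gametocytes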
Numbers without * were called inactive; ? = inconclusive; / = no result given.

1) S=C(NCCc1ccccc1)N1CCN(Cc2ccccc2)CC1
2) CCC(Sc1nnnn1-c1ccccc1)C(=O)Nc1nc2ccccc2s1 (centres undefined)
3) CC(C)OC(=O)CSc1ncnc2c1cnn2Cc1ccccc1
4) Cc1cccc(-c2noc(CCCC(=O)N3CCOCC3)n2)c1
5) COc1ccc(NC(=O)c2ccccc2C)c(OC)c1
6) c1ccc2[nH]c(NN=C3CCCCCC3)nc2c1
7) CCC(C)NC(=O)CSc1nnc(-c2c[nH]c3ccccc23)o1 (centres undefined)
8) Cn1cc(CN2CCN(c3ncccn3)CC2)c(-c2cccc(Cl)c2)n1

Compound	1	2	3	4	5	6	7	8
Rab7 wt modul	102	100	113	99	102	109	105	104
GSH bead fluor	14	31	25	20	38	15	12	11
Rac1 mut GTP	98	98	102	101	99	96	93	96
Avidin fluor	5	24	11	36	13	8	14	8
HRas wt GTP	101	99	111	100	101	98	96	99
Mcl1-Noxa inh	20	1	10	10	33	-10	9	9
Mcl1-Bid inh	-2	4	-31	1	-11	-85	-6	-37
Rac1 wt GTP bind	104	104	109	101	97	99	93	98
Rab2 wt GTP	100	98	113	100	98	96	95	98
Cdc42 wt	103	98	108	101	97	97	92	99
Pf gametocyte	18	/	/	/	/	-34	/	14

9) Cc1cccc(N2CCN(C(=O)/C=C/c3cccs3)CC2)c1C
10) CC(C)(C)n1nc2c(c1NC(=O)Cc1cccs1)CSC2
11) Cc1ccc(S(=O)(=O)CCC(=O)Nc2cccc(C)c2)cc1
12) COc1cc(OC)nc(Oc2ccccc2C(=O)Oc2ccc(F)cc2Cl)n1
13) O=[N+]([O-])c1ccc2c(c1)OCCOCCOCCOCCOCCOCCO2
14) O=C(CN1C(=O)C2C3CCC(C3)C2C1=O)Oc1ccc2ccccc2c1 (centres undefined)
15) CCOC(=O)CN(C(=O)COc1ccc2c(C)cc(=O)oc2c1)c1ccc(OCC)cc1
16) CCCSC1=C(C#N)C(c2ccccc2C)CC(=O)N1 (centres undefined)

Compound	9	10	11	12	13	14	15	16
Rab7 wt modul	104	98	98	?	101	97	95	93
GSH bead fluor	18	20	7	24	9	15	11	5
Rac1 mut GTP	100	101	101	?	103	97	94	99
Avidin fluor	6	7	13	5	4	21	11	7
HRas wt GTP	103	100	102	?	102	95	96	98
Mcl1-Noxa inh	-3	5	5	-16	-2	6	1	-2
Mcl1-Bid inh	-25	-16	-10	-17	-9	-4	-8	-4
Rac1 wt GTP bind	102	105	105	?	104	99	98	99
Rab2 wt GTP	101	101	98	?	103	97	94	95
Cdc42 wt	102	103	103	?	101	100	94	98
Pf gametocyte	/	/	/	13	10	/	6	/

The list goes on; the last 4 above are carried over.
13) O=[N+]([O-])c1ccc2c(c1)OCCOCCOCCOCCOCCOCCO2
14) O=C(CN1C(=O)C2C3CCC(C3)C2C1=O)Oc1ccc2ccccc2c1 (centres undefined)
15) CCOC(=O)CN(C(=O)COc1ccc2c(C)cc(=O)oc2c1)c1ccc(OCC)cc1
16) CCCSC1=C(C#N)C(c2ccccc2C)CC(=O)N1 (centres undefined)
17) OCCC1CN(C2CCSCC2)CCN1C1CCCC1 (centres undefined)
18) CC(C)c1ccc(NC(=O)COC(=O)CSc2nnc(N)s2)cc1
19) Cc1ccc(NC(=O)CNc2ccc(OC(C)C)cc2)cc1
20) COC(=O)c1ccc(NC(=S)NC2c3ccccc3CC2O)cc1 (centres undefined)
21) CCN(CC)CCN(Cc1cc2cc3c(cc2[nH]c1=O)OCCO3)C(=S)NCC1CCCO1 (centres undefined)
22) Cc1cc(NC(=O)CCCN2C(=O)c3cccnc3C2=O)ccc1Br
23) Cc1ccccc1CN1CCCNC1=O
24) CC12CCC(C(=O)NNc3ccccc3)(OC1=O)C2(C)C (centres undefined)

Compound	13	14	15	16	17	18	19	20	21	22	23	24
Rab7 wt modul	101	97	95	93	105	101	100	105	97	100	100	98
GSH bead fluor	9	15	11	5	14	13	18	18	19	18	16	16
Rac1 mut GTP	103	97	94	99	96	98	100	100	96	98	99	95
Avidin fluor	4	21	11	7	13	9	8	12	11	9	16	9
HRas wt GTP	102	95	96	98	98	97	102	101	96	99	97	96
Mcl1-Noxa inh	-2	6	1	-2	2	17	22	23	-10	16	1	8
Mcl1-Bid inh	-9	-4	-8	-4	-34	-31	-53	-15	-54	-37	-44	-32
Rac1 wt GTP bind	104	99	98	99	101	99	99	108	97	98	105	104
Rab2 wt GTP	103	97	94	95	101	100	101	104	97	97	99	95
Cdc42 wt	101	100	94	98	98	96	101	104	97	97	103	101
Pf gametocyte	10	/	6	/	/	-2	25	-7	-5	-5	1	0

25) O=C(O)c1cc(N/N=C/c2ccc(OCc3ccccc3)cc2)ccc1Cl
26) CS(=O)(=O)N(CC(=O)N1CCCCC1)c1ccc(Cl)c(C(F)(F)F)c1
27) Fc1ccc(/C=N/n2c(-c3cccs3)n[nH]c2=S)cc1
28) CCOC(=O)C1NN=C(C(=O)c2ccccc2)C1c1ccc(Cl)cc1 (centres undefined)
29) Clc1nssc1=Nc1ccccc1
30) Cc1ccc2c(c1)c(C)c(C)n2CC(O)Cn1nc(C)c(Br)c1C (centres undefined)
31) CN(C)c1cccc(C(=O)NNC(=S)NC2CC3CCC2C3)c1 (centres undefined)
32) Cc1nc(NS(=O)(=O)c2ccccc2C)c2c3c(sc2n1)CCC3

Compound	25	26	27	28	29	30	31	32
Rab7 wt modul	101	94	100	101	103	100	102	103
GSH bead fluor	11	13	11	13	11	23	11	26
Rac1 mut GTP	96	95	100	95	96	98	97	99
Avidin fluor	12	36	9	9	8	28	11	11
HRas wt GTP	101	100	99	97	96	100	100	102
Mcl1-Noxa inh	48	16	23	10	-5	14	-44	11
Mcl1-Bid inh	-24	3	7	-29	-17	-17	-71	-20
Rac1 wt GTP bind	103	97	101	98	99	98	98	101
Rab2 wt GTP	101	95	97	95	96	100	100	100
Cdc42 wt	99	100	100	95	99	98	97	101
Pf gametocyte	/	/	2	0	/	-6	23	/

33) COC(=O)COc1ccc(S(=O)(=O)N2CCN(c3ccccc3)CC2)cc1
34) CCCN1/C(=C(/C#N)C2=NS(=O)(=O)c3ccccc32)N(C)c2ccccc21
35) CCCCCCSc1nsc(N)n1
36) COCc1cc(C)nc(OCC(=O)N/N=C/c2ccc(O)cc2O)c1C#N
37) CCOP(=O)(OCC)C(NC(=O)c1cccs1)C(F)(F)F (centres undefined)
38) O=C1Nc2ccc(F)cc2C12Nc1ccccc1-c1nnc(SCc3ccccc3)nc1O2 (centres undefined)
39) Cc1oc2c(C)c3oc(=O)c4c(c3cc2c1C)CCC4
40) COc1cc2[nH]c(=O)n(CCC(=O)NCCCN3CCN(c4ccccc4F)CC3)c(=O)c2cc1OC

Compound	33	34	35	36	37	38	39	40
Rab7 wt modul	92	96	104	?	104	99	100	?
GSH bead fluor	11	53	27	7	9	14	23	12
Rac1 mut GTP	94	91	99	?	94	94	99	?
Avidin fluor	21	9	26	11	21	28	17	22
HRas wt GTP	97	96	102	?	96	97	101	?
Mcl1-Noxa inh	8	21	0	-32	-2	15	-4	-3
Mcl1-Bid inh	-16	-9	-40	-53	-31	2	0	-18
Rac1 wt GTP bind	99	94	102	?	94	100	100	?
Rab2 wt GTP	96	94	98	?	98	99	99	?
Cdc42 wt	94	96	98	?	94	95	102	?
Pf gametocyte	/	21	/	/	-9	/	/	15

41) Cc1ccc(C(=O)N/N=C/c2ccc(-c3ccccc3[N+](=O)[O-])o2)cn1
42) CCC(=O)Nc1nc2ccccc2n1Cc1ccc(C)cc1
43) CC1=C(C)CC2C(=O)N(Cc3ccccc3)C(=O)C2C1 (centres undefined)
44) O=C(NCc1ccccn1)C(=O)NN=C1CCCCCCC1
45) CN1C(=O)[C@@H]2[C@@H]3C[C@@H]([C@H]4ON=C(c5ccc(Cl)cc5Cl)[C@@H]34)[C@@H]2C1=O
46) CCc1cc2c(=O)c(-c3nc4ccccc4n3C)c(C)oc2c(CN(CC)CC)c1O
47) Cn1c(CNc2ccc(F)cc2)nnc1SCC(=O)NNC(=O)Cc1ccccc1
48) CCOc1ccc(C(=O)Nc2nncs2)cc1OCC

Compound	41	42	43	44	45	46	47	48
Rab7 wt modul	92	102	103	100	98	102	95	102
GSH bead fluor	10	16	11	69	11	9	9	36
Rac1 mut GTP	95	100	100	96	100	97	95	102
Avidin fluor	9	10	18	11	11	26	8	16
HRas wt GTP	90	102	102	97	98	103	93	102
Mcl1-Noxa inh	19	4	-13	4	4	-6	0	0
Mcl1-Bid inh	-30	-7	-24	-4	2	-66	-13	-11
Rac1 wt GTP bind	89	100	102	99	102	106	92	107
Rab2 wt GTP	89	102	102	99	100	100	93	100
Cdc42 wt	96	101	104	98	100	103	96	103
Pf gametocyte	-7	/	/	/	-13	/	20	6

49) CC1CCCCN1CCNC(=O)C1CCN(S(=O)(=O)c2cccc3cccnc23)CC1 (centres undefined)
50) CCOC(=O)C1CCN(CC(O)COc2ccc(C(C)(C)CC)cc2)CC1 (centres undefined)
51) Cc1ccc2c(c1)[C@@H]1CN(C)CC[C@@H]1N2S(=O)(=O)c1ccc([N+](=O)[O-])cc1
52) CCOc1cc(C(N)=O)cc(OCC)c1OCC
53) O=C(c1cccc(F)c1)N1C2C=CC(C2)C1(C(F)(F)F)C(F)(F)F (centres undefined)
54) O=C(NNc1nc2cc3c(cc2s1)OCCO3)c1ccccc1
55) O=C(COc1ccc(Cl)cc1Cl)NN=C1CCCCC1
56) O=C(/C=C/c1ccccc1)NC(NC(=S)Nc1ccc(C(=O)O)cc1)C(Cl)(Cl)Cl (centres undefined)
57) COc1cc(C)c(S(=O)(=O)N2CCCC2)cc1C(C)C
58) Cn1c(=O)oc2cc(S(=O)(=O)N3CCc4ccccc4C3)ccc21

Compound	49	50	51	52	53	54	55	56	57	58
Rab7 wt modul	99	100	96	101	97	110	103	88	107	100
GSH bead fluor	24	25	10	11	19	9	21	8	13	13
Rac1 mut GTP	99	97	95	98	101	93	99	91	91	99
Avidin fluor	16	12	20	9	9	15	12	8	8	6
HRas wt GTP	102	100	99	102	107	97	101	87	98	100
Mcl1-Noxa inh	0	5	2	-3	11	27	3	19	-4	2
Mcl1-Bid inh	-25	-38	6	-19	-10	-53	-4	-7	-10	-7
Rac1 wt GTP bind	104	101	95	101	104	100	105	88	98	103
Rab2 wt GTP	100	100	97	99	106	97	102	79*	97	98
Cdc42 wt	103	98	98	102	107	96	103	96	98	101
Pf gametocyte	/	/	-3	/	/	8	-5	3	-3	/

Screening results from PubChem BioAssay.
